PRC2 inh = EZH2 (human) methyltransferase inhibition; Q15910; PRC2 H3K27 methylation, DELFIA TRF, 1 h; inhibition, % at 12.5 µM; hit rate 0.35% among 57,000; AID 651548;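 active = mean inhibition of replicates at least 50% and every single replicate also reaching 50%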;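 note: dimethyl H3K27 on biotinylated H3 21-44 peptide detected by antibody; plate controls were median neutral control wells for no effect and median positive control wells for full effect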
IDH1 mut inh = IDH1 R132H (human) inhibition; hit rate 0.18% among 70,000; IDH1 R132H reductase, diaphorase/resazurin fluorescence, 60 min; inhibition, % at 10 µM; O75874; in the data active = inhibition above about 34%;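 note: 0% = DMSO and 100% = no enzyme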
Target sequence (O75874 whole entry R132H): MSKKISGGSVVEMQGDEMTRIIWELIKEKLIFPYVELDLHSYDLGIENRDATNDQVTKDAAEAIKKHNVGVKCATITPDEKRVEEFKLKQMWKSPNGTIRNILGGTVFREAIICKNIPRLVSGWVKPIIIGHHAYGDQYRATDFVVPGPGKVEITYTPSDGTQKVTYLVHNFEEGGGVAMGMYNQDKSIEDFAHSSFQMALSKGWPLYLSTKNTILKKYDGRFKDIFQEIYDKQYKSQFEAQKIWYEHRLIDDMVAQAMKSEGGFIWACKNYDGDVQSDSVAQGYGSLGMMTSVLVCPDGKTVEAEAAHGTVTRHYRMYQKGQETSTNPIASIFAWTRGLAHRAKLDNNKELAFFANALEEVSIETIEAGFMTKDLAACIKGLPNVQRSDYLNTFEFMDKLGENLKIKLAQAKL
* marks the source's active call; other numbers are inactive results. This is a subset (hit frequency here may not be typical).

What do the screens show for `C[C@H]1CCCCO[C@@H](CN(C)C(=O)Nc2ccc(C(F)(F)F)cc2)[C@@H](C)CN([C@@H](C)CO)C(=O)c2cc(NS(=O)(=O)c3cccs3)ccc2O1`?
IDH1 mut inh: -0.3

What do the screens show for `O=C(COc1ccccc1Cl)NCc1ccco1`?
PRC2 inh: 12; IDH1 mut inh: 0.1

How did CN(C)C(=O)C[C@@H]1C[C@@H]2c3cc(NC(=O)Nc4ccccc4)ccc3O[C@@H]2[C@H](CO)O1 do in these assays?
PRC2 inh: 1; IDH1 mut inh: 0.1

How did COc1ccc(CN(C)C[C@H]2OCCCC[C@@H](C)Oc3ccc(NC(=O)Nc4c(C)noc4C)cc3C(=O)N([C@@H](C)CO)C[C@@H]2C)cc1 do in these assays?
IDH1 mut inh: 1.0

Results for CC1(O)CC(=O)c2c(ccc3c2C(=O)c2cccc(O)c2C3=O)C1 (stereo not drawn) ?
IDH1 mut inh: -0.5

How did C[C@H](CO)N1C[C@H](C)[C@H](CN(C)S(=O)(=O)c2cccs2)OCCCC[C@H](C)Oc2ccc(NC(=O)Nc3ccc(F)cc3)cc2C1=O do in these assays?
IDH1 mut inh: 2.1

Results for C[C@@H]1CN([C@@H](C)CO)C(=O)c2cc(NS(=O)(=O)c3ccc(Cl)cc3)ccc2O[C@@H]1CN(C)Cc1ccncc1 ?
PRC2 inh: 6

What do the screens show for `CC(C)NC(=O)N(C)C[C@H]1Oc2ccc(NC(=O)C3CCCCC3)cc2CC(=O)N([C@H](C)CO)C[C@@H]1C`?
PRC2 inh: 0; IDH1 mut inh: 0.2

What do the screens show for `C[C@@H]1CN([C@@H](C)CO)C(=O)Cc2cc(NC(=O)CCN3CCOCC3)ccc2O[C@H]1CN(C)CC1CCCCC1`?
IDH1 mut inh: 0.8

How did C[C@H](CO)N1C[C@H](C)[C@@H](CN(C)Cc2ccc(C(F)(F)F)cc2)Oc2ccc(NC(=O)Cc3cn(C)c4ccccc34)cc2CC1=O do in these assays?
IDH1 mut inh: 3.0

What do the screens show for `COc1ccccc1S(=O)(=O)N[C@@H]1CC[C@@H](CCn2cc(C3CC3)nn2)O[C@H]1CO`?
PRC2 inh: 0; IDH1 mut inh: -0.3

What do the screens show for `COCC(=O)N1C[C@H](C)[C@H](OC)CN(C)C(=O)c2ccc(NC(=O)c3ccc(F)cc3)cc2OC[C@@H]1C`?
PRC2 inh: -12; IDH1 mut inh: -0.2

Results for Cc1ccc(S(=O)(=O)Nc2ccc3c(c2)C(=O)N([C@@H](C)CO)C[C@@H](C)[C@@H](CN(C)S(=O)(=O)c2cn(C)cn2)OCCCC[C@@H](C)O3)cc1 ?
IDH1 mut inh: -6.1

What do the screens show for `CO[C@@H]1CN(C)C(=O)c2cc(NC(=O)Nc3cccc(Cl)c3)ccc2OC[C@H](C)NC[C@@H]1C`?
PRC2 inh: -9; IDH1 mut inh: 0.1

How did O=C(C[C@@H]1C[C@H]2c3cc(NC(=O)C4CCC4)ccc3O[C@H]2[C@@H](CO)O1)NCc1cccnc1 do in these assays?
PRC2 inh: 2; IDH1 mut inh: 0.2

What do the screens show for `C[C@@H]1CN([C@H](C)CO)C(=O)c2cc(NS(=O)(=O)c3cn(C)cn3)ccc2O[C@@H](C)CCCCO[C@H]1CN(C)S(=O)(=O)c1ccccc1`?
IDH1 mut inh: 0.5

What do the screens show for `COc1ccccc1-c1cn(CC[C@@H]2CC[C@@H](NC(=O)C3CCCCC3)[C@@H](CO)O2)nn1`?
PRC2 inh: 27; IDH1 mut inh: 0.1

Results for Cc1ccc(OCC(=O)Nc2cccc(-c3nc4cc(Cl)ccc4o3)c2C)c(C)c1 ?
PRC2 inh: -1; IDH1 mut inh: 0.1

What do the screens show for `COC(=O)C1=CO[C@@H](OC2OC(O)C(O)C(O)C2CO)[C@H]2[C@@H]1C=CC21C=C([C@H](C)O)C(=O)O1` (stereo partly drawn)?
PRC2 inh: -3; IDH1 mut inh: 0.2

How did CNC[C@@H]1Oc2c(NC(=O)Nc3ccc(OC)cc3)cccc2C(=O)N([C@@H](C)CO)C[C@@H]1C do in these assays?
PRC2 inh: 8

How did CO[C@@H]1CN(C)C(=O)c2ccc(NC(C)=O)cc2OC[C@H](C)N(Cc2ccccc2C(=O)O)C[C@H]1C do in these assays?
PRC2 inh: 2; IDH1 mut inh: 0.5

How did O=C(Cc1ccncc1)Nc1ccc2c(c1)[C@@H]1C[C@H](CC(=O)N3CCc4ccccc4C3)O[C@@H](CO)[C@@H]1O2 do in these assays?
PRC2 inh: -12; IDH1 mut inh: 0.2

What do the screens show for `Cc1ccc(S(=O)(=O)N(C)C[C@@H]2Oc3c(NC(=O)c4cc(C)nn4C)cccc3C(=O)N([C@H](C)CO)C[C@@H]2C)cc1`?
IDH1 mut inh: -0.3

Results for COc1ccc(NC(=O)Nc2cccc3c2O[C@@H](CN(C)C(=O)NC(C)C)[C@@H](C)CN([C@H](C)CO)C3=O)cc1 ?
PRC2 inh: 3

What do the screens show for `O=C(O)C[C@@H]1CC[C@H](NC(=O)Nc2ccccc2)[C@H](CO)O1`?
PRC2 inh: 8; IDH1 mut inh: 0.0

Results for C[C@@H]1CN([C@H](C)CO)C(=O)Cc2cc(NC(=O)CCCCCC(=O)Nc3ccccc3N)ccc2O[C@H]1CN(C)C(=O)Nc1ccc2c(c1)OCO2 ?
PRC2 inh: -4; IDH1 mut inh: 0.3

How did C[C@H](NC(=O)C[C@@H]1C=C[C@@H](NC(=O)C2CCC2)[C@H](CO)O1)c1ccccc1 do in these assays?
PRC2 inh: 20; IDH1 mut inh: 0.2

Results for C[C@H](CO)N1C[C@H](C)[C@H](CN(C)S(=O)(=O)c2ccc(C#N)cc2)Oc2ncc(C#Cc3cccc(F)c3)cc2C1=O ?
IDH1 mut inh: 0.0

Results for Cc1noc(C)c1NC(=O)Nc1ccc2c(c1)C(=O)N([C@@H](C)CO)C[C@H](C)[C@@H](CN(C)C(=O)Cc1ccccc1)OCCCC[C@H](C)O2 ?
IDH1 mut inh: -0.3

Results for CC(C)NC(=O)N(C)C[C@H]1OCCCC[C@@H](C)Oc2ccc(NC(=O)Nc3cccc4ccccc34)cc2C(=O)N([C@H](C)CO)C[C@@H]1C ?
IDH1 mut inh: -11

Nothing new here: an excerpt of the list.
What do the screens show for `C[C@@H]1CN([C@H](C)CO)C(=O)c2cc(NS(=O)(=O)c3cn(C)cn3)ccc2O[C@@H](C)CCCCO[C@H]1CN(C)S(=O)(=O)c1ccccc1`?
IDH1 mut inh: 0.5

What do the screens show for `COc1ccccc1-c1cn(CC[C@@H]2CC[C@@H](NC(=O)C3CCCCC3)[C@@H](CO)O2)nn1`?
PRC2 inh: 27; IDH1 mut inh: 0.1

New compounds follow.
How did CC1CCC(O)C2C=CC(C)(O)C(C)(C(=O)CCO)C12 (stereo not drawn) do in these assays?
IDH1 mut inh: 0.1

Results for COc1ccc(NC(=O)Nc2ccc3c(c2)C(=O)N([C@@H](C)CO)C[C@H](C)[C@H](CN(C)Cc2ccccc2)O3)cc1 ?
PRC2 inh: 2

How did Cc1ccccc1-c1cnc2c(c1)C(=O)N([C@H](C)CO)C[C@H](C)[C@H](CN(C)Cc1ccccc1F)O2 do in these assays?
PRC2 inh: -7; IDH1 mut inh: -0.1

What do the screens show for `CN(C)C(=O)C[C@@H]1C[C@H]2c3cc(NS(=O)(=O)c4ccc(F)cc4)ccc3O[C@H]2[C@@H](CO)O1`?
PRC2 inh: 5; IDH1 mut inh: 0.1

What do the screens show for `C[C@H](CO)N1C[C@H](C)[C@H](CN(C)C(=O)NC2CCCC2)Oc2ncc(C#CC3CCCCC3)cc2C1=O`?
PRC2 inh: -18; IDH1 mut inh: -0.4

How did C[C@@H]1CN([C@H](C)CO)C(=O)Cc2cc(NC(=O)Nc3ccc(C(F)(F)F)cc3)ccc2O[C@H]1CN(C)Cc1ccc(C(=O)Nc2ccccc2N)cc1 do in these assays?
PRC2 inh: -51

How did C[C@@H]1CN([C@H](C)CO)C(=O)c2c(c3ccccc3n2C)-c2ccccc2CO[C@@H]1CN(C)S(=O)(=O)c1ccsc1 do in these assays?
PRC2 inh: -16; IDH1 mut inh: 0.4

Results for CO[C@@H]1CN(C)C(=O)c2cc(NC(C)=O)ccc2OC[C@@H](C)N(Cc2cncnc2)C[C@@H]1C ?
PRC2 inh: -10; IDH1 mut inh: 0.7

What do the screens show for `COc1cccc(CNC(=O)C[C@@H]2CC[C@@H](NC(=O)C3CCC3)[C@H](CO)O2)c1`?
PRC2 inh: -2; IDH1 mut inh: 0.3

Results for COC(=O)C[C@H]1C[C@@H]2c3cc(NC(=O)Nc4ccccc4)ccc3O[C@@H]2[C@H](CO)O1 ?
PRC2 inh: -7; IDH1 mut inh: -0.1

How did CC(C)C#Cc1ccc2c(c1)O[C@H](CN(C)Cc1cccnc1)[C@H](C)CN([C@@H](C)CO)S2(=O)=O do in these assays?
PRC2 inh: -15; IDH1 mut inh: 2.2

How did CCC(=O)Nc1ccc2c(c1)OC[C@@H](C)N(C(=O)c1ccc(F)cc1)C[C@H](C)[C@H](OC)CN(C)C2=O do in these assays?
PRC2 inh: -3; IDH1 mut inh: 0.1

Results for C[C@@H]1CN([C@@H](C)CO)C(=O)c2cc(NC(=O)NC3CCCCC3)ccc2O[C@@H]1CN(C)C(=O)Nc1ccccc1 ?
PRC2 inh: 17; IDH1 mut inh: 0.0

What do the screens show for `C[C@H](CO)N1C[C@H](C)[C@@H](CN(C)S(=O)(=O)c2cccs2)Oc2ccc(NS(=O)(=O)c3cccs3)cc2C1=O`?
IDH1 mut inh: 1.9

Results for C[C@@H]1CN([C@@H](C)CO)C(=O)c2cc(NC(=O)CCCN(C)C)ccc2O[C@@H]1CN(C)C ?
IDH1 mut inh: 4.5

A draw from above in order of heavy-atom count, high to low:
How did C[C@@H]1CN([C@H](C)CO)C(=O)c2c(c3ccccc3n2C)-c2ccccc2CO[C@@H]1CN(C)S(=O)(=O)c1ccsc1 do in these assays?
PRC2 inh: -16; IDH1 mut inh: 0.4

What do the screens show for `C[C@H](CO)N1C[C@H](C)[C@H](CN(C)C(=O)NC2CCCC2)Oc2ncc(C#CC3CCCCC3)cc2C1=O`?
PRC2 inh: -18; IDH1 mut inh: -0.4

How did Cc1ccccc1-c1cnc2c(c1)C(=O)N([C@H](C)CO)C[C@H](C)[C@H](CN(C)Cc1ccccc1F)O2 do in these assays?
PRC2 inh: -7; IDH1 mut inh: -0.1

Results for CO[C@@H]1CN(C)C(=O)c2cc(NC(C)=O)ccc2OC[C@@H](C)N(Cc2cncnc2)C[C@@H]1C ?
PRC2 inh: -10; IDH1 mut inh: 0.7

Results for C[C@@H]1CN([C@@H](C)CO)C(=O)c2cc(NC(=O)CCCN(C)C)ccc2O[C@@H]1CN(C)C ?
IDH1 mut inh: 4.5

What do the screens show for `COc1cccc(CNC(=O)C[C@@H]2CC[C@@H](NC(=O)C3CCC3)[C@H](CO)O2)c1`?
PRC2 inh: -2; IDH1 mut inh: 0.3

More compounds follow:
What do the screens show for `CO[C@@H]1CN(C)C(=O)c2cc(NC(=O)c3cnccn3)ccc2OC[C@@H](C)N(C(=O)c2cnccn2)C[C@H]1C`?
PRC2 inh: -5; IDH1 mut inh: 0.3

What do the screens show for `CO[C@@H]1CN(C)C(=O)c2cc(NC(=O)C3CCOCC3)ccc2OC[C@H](C)N(Cc2nccs2)C[C@H]1C`?
PRC2 inh: -1; IDH1 mut inh: 0.6

What do the screens show for `C[C@H]1CN([C@@H](C)CO)C(=O)c2cc(NC(=O)Nc3ccc4c(c3)OCO4)ccc2O[C@H]1CN(C)C(=O)Nc1ccc2c(c1)OCO2`?
IDH1 mut inh: -0.1

What do the screens show for `O=C(C[C@H]1C=C[C@H](NS(=O)(=O)c2cccc(F)c2)[C@H](CO)O1)N1CCCCC1`?
PRC2 inh: 6; IDH1 mut inh: 0.0

How did C[C@@H]1CN([C@H](C)CO)C(=O)c2cccc(NC(=O)Nc3cccc4ccccc34)c2O[C@@H]1CN(C)CC1CCCCC1 do in these assays?
IDH1 mut inh: -0.7

Results for C[C@@H]1CN([C@H](C)CO)C(=O)c2cc(NC(=O)Cn3cnnn3)ccc2O[C@H]1CN(C)S(C)(=O)=O ?
IDH1 mut inh: -0.5

How did C[C@@H]1CN([C@H](C)CO)C(=O)c2cc(NS(C)(=O)=O)ccc2O[C@@H]1CN(C)Cc1ccc(C(F)(F)F)cc1 do in these assays?
PRC2 inh: -11; IDH1 mut inh: 0.1

How did COc1ccccc1S(=O)(=O)N[C@H]1CC[C@@H](CC(=O)N2CCOCC2)O[C@H]1CO do in these assays?
PRC2 inh: -7; IDH1 mut inh: 0.0

How did COC(=O)c1c(NC(=O)c2ccc(N(C)S(=O)(=O)c3ccccc3)cc2)sc2c1CCCC2 do in these assays?
PRC2 inh: -27; IDH1 mut inh: 0.4

How did N#Cc1c(C(F)(F)F)cc(-c2ccco2)nc1SCc1ccccn1 do in these assays?
PRC2 inh: 12; IDH1 mut inh: 0.2

What do the screens show for `COC(=O)c1ccccc1NC(=O)CN(C)S(=O)(=O)c1ccc2ccccc2c1`?
PRC2 inh: 15; IDH1 mut inh: 0.0

How did COc1ccc(NC(=O)N(C)C[C@H]2Oc3ccc(NC(=O)C4CCCCC4)cc3C(=O)N([C@@H](C)CO)C[C@@H]2C)cc1 do in these assays?
IDH1 mut inh: -1.0

Results for CO[C@@H]1CN(C)C(=O)c2cc(NC(C)=O)ccc2OC[C@@H](C)N(C(=O)c2ccccc2)C[C@H]1C ?
PRC2 inh: -6; IDH1 mut inh: -0.2

Results for COc1ccccc1CN1CC(C(=O)O)CC1=O (stereo not drawn) ?
IDH1 mut inh: -0.9

What do the screens show for `CNC[C@H]1Oc2cc(C#Cc3cccc(OC)c3)ccc2S(=O)(=O)N([C@H](C)CO)C[C@@H]1C`?
PRC2 inh: -24; IDH1 mut inh: 0.1

Results for Cc1cccc(CN(C)C[C@@H]2Oc3ncc(Br)cc3C(=O)N([C@H](C)CO)C[C@@H]2C)c1 ?
PRC2 inh: -12; IDH1 mut inh: -0.3

What do the screens show for `C[C@H](CO)N1C[C@H](C)[C@@H](CN(C)Cc2cncnc2)Oc2ncc(C#Cc3ccccn3)cc2C1=O`?
IDH1 mut inh: -2.5
